Screens from PubChem.
EPAC1 ag = activates human EPAC1 exchange factor. O95398. EPAC1 agonist qHTS, biochemical assay; response scale: 100% = response to 6.5 mM cAMP. Potency, µM (highest dose often 154 µM), without a hit: at the highest dose activation, usual class: activators. 360,000 tested, 0.073% active. AID 720707; further: potency means the concentration at half of the fitted maximal effect; nearly all actives have a fitted effect of over 60% in size
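Fluorescent GDP-exchange assay: 100 nM EPAC1 with 250 nM Rap1B preloaded with BODIPY-GDP and 50 uM GDP; compounds tested as concentration series, 5 min at room temperature, then read every 5 min for 30 min (ex 480/em 540 nm); normalized to 6.5 mM cAMP.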
PTHR1 ag = agonists of human PTHR1 parathyroid hormone receptor; Q03431; HEK293 GP2 PTHR1 cells, GloSensor cAMP luminescence, 1 h; Potency, µM (top dose mostly 115 µM), for inactives: at the highest dose activation, usual class: activators; 410,000 tested, 0.075% active; further: potency means the concentration at half of the fitted maximal effect; nearly all actives have a fitted effect of over 55% in size; some results filed as inactive show a strong effect at the top dose; inactives centre near -15; many of its hits are not listed in these tables
Target sequence (Q03431 whole entry, looked up): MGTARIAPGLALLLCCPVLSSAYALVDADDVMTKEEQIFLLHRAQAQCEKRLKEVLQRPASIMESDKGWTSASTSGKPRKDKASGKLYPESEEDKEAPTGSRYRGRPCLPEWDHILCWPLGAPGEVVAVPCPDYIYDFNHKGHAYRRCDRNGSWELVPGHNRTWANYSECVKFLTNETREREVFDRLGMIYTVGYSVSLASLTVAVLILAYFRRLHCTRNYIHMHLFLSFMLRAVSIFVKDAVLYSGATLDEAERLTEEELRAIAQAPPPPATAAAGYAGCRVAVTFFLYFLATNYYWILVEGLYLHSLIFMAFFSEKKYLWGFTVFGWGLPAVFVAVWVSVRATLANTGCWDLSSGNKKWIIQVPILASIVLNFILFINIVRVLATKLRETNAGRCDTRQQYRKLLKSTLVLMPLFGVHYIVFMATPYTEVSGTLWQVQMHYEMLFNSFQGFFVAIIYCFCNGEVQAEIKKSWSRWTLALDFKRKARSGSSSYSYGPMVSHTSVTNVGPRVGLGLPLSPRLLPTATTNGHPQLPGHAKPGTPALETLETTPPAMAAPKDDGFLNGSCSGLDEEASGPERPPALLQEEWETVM
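HEK-293-derived GP2 cells expressing PTHR1 and a GloSensor cAMP reporter, 3,000/well, plated overnight, given luciferin plus IBMX (each 0.5 mM as added) for 1 h at 37 °C, then compound for 1 h at 37 °C. Luminescence was read after 15 min at room temperature.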
PI5P4K alpha inh = blocks human PI5P4K alpha kinase activity | P48426 | PI5P4Kalpha enzyme, ADP-Glo luminescence, 60 min; hits give low values | max response, % | 330,000 tested, 1.2% active | AID 652105; active means max response of -50% or lower; inconclusive means between -30% and -50%; inactive means -30% or higher; further: value at the top dose of about 77 µM; on the % scale 0 is the no-effect control and ±100 the full control effect
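Controls without substrate or without enzyme flank wells where PI5P4Kalpha converts substrate using 5 microM ATP (final). Incubation lasts 60 minutes at room temperature; ADP formed is read by ADP-Glo luminescence.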
GLP1R cytotox = cytotoxicity counter-screen for GLP-1 receptor inverse agonists. HEK293 cAMP-luciferase reporter cells, luminescence, 24 h. Potency, µM (titrated, usually from 38.3 µM), for inactives: at the highest dose activity change, negative = inhibition, most hits filed as inhibitors. 410,000 tested, 0.13% active;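 further: loss of luciferase light is scored as toxicity; potency means the concentration at half of the fitted maximal effect; on the % scale 0 is the no-effect control and ±100 the full control effect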
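A 23 nL compound transfer followed 12 hours of cell culture at 37 deg C; exposure then lasted 24 hr. Luciferase assay detection reagent was dispensed and plates read for luminescence after a 12 min room-temperature wait.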
GLP-1R inv ag = inverse agonists of human GLP-1 receptor | 410,000 tested, 1.6% active | Potency, µM (highest dose often 38.3 µM), without a hit: at the top dose activity change, negative = inhibition, hits mostly inhibitors | HEK293 GLP-1R CRE-luciferase, luminescence, 24 h; GLP-1R form is constitutively active; further: potency means the concentration at half of the fitted maximal effect; on the % scale 0 is the no-effect control and ±100 the full control effect; nearly all actives have a fitted effect of over 55% in size
Target sequence (P43220 whole entry, looked up): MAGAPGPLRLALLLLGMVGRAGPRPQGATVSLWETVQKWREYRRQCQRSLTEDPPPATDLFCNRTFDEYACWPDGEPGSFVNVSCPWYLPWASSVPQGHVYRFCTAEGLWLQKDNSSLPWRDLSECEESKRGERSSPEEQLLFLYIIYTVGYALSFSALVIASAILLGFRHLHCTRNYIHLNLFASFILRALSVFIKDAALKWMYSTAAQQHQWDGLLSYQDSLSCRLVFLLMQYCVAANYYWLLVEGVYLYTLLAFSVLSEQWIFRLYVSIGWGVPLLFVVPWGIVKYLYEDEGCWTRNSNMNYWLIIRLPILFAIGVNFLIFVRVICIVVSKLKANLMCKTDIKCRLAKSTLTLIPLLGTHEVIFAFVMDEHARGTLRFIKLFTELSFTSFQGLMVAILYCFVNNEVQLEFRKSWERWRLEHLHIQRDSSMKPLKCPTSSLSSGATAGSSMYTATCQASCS
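Readout was luciferase luminescence, measured 12 min after detection reagent at room temperature. Beforehand, GLP-1R reporter HEK293 cells had sat 12 h, then received compounds for 24 hr at 37 deg C.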
GLP-1R agonist = GLP-1 receptor (human) agonism; P43220; Potency, µM (top dose mostly 45.6 µM), inactives show at the highest dose activation, hits mostly activators; 380,000 tested, 0.007% active; HEK293 GLP-1R CRE-luciferase, luminescence, 4-6 h; cells express a hypersensitive GLP-1R form; further: potency means the concentration at half of the fitted maximal effect; % of control where 0% means no effect
IL-2 act = activators of IL-2 | AID 652025 | IL-2 activation reporter assay, cell-based qHTS; stimulated with anti-CD3/CD4/CD28 beads; in transgenic mouse T cells | activation, % (series mostly up to about 46 µM) | 360,000 tested, 0.065% active; in the data active means activation above about 50%; inconclusive means mostly about 30% to 49%; further: 0% is about no effect
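Screening format: compound pinned onto unstimulated transgenic mouse T cells, 60 min incubation, then anti-CD3/anti-CD4/anti-CD28 bead stimulation for 18 hours at 37 degrees C, followed by EGFP and DsRed detection.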
EPAC1 antagonist = antagonists of human EPAC1. AID 720709. O95398. Potency, µM (doses to about 115 µM), without a hit: at the highest dose activity change, negative = inhibition, usual class: inhibitors. EPAC1 GEF assay, Rap1b-BODIPY-GDP exchange fluorescence. 360,000 tested, 0.14% active;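 further: potency means the concentration at half of the fitted maximal effect; plate controls were vehicle for no effect and positive control for full effect; nearly all actives have a fitted effect of over 50% in size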
PLK1 PBD inh = blocks phosphopeptide binding to human PLK1 polo-box domain. Plk1 PBD binding of FITC phosphopeptide, fluorescence polarization. Potency, µM, inactives show max response, negative = inhibition, actives largely listed as inhibitors. 360,000 tested, 2.8% active. AID 720504; further: potency means the concentration at half of the fitted maximal effect; series mostly up to about 57 µM; on the % scale 0 is the no-effect control and ±100 the full control effect; nearly all actives have a fitted effect of over 65% in size
* hit, by the source's call; i = inactive; ? = inconclusive; . = no result given; [ ] = another dose, or the depositor's remark. Unless noted, the call rests on the fitted dose curve; in most records, active means well fitted curve in the direction sought with a large enough effect; inconclusive means small, poorly fitted or top-dose-only effect, or another doubt; inactive means no such curve, though single readings can be large; an effect the other way counts as inactive or inconclusive. The list is partial; count on the stated rates, not on these rows.

SMILES	EPAC1 ag	PTHR1 ag	PI5P4K alpha inh	GLP1R cytotox	GLP-1R inv ag	GLP-1R agonist	IL-2 act	EPAC1 antagonist	PLK1 PBD inh
COc1cc(C(=O)N2CCN(S(=O)(=O)c3ccc(C)cc3C)CC2)ccc1OCC(=O)N1CCOCC1	-4%	i	1	-24%	-3%	6%	-0.8	11%	-4%
Clc1ccc(Cc2ccc(Cl)nn2)c(Cl)c1	13%	i	.	-7%	0%	0%	-0.9	-6%	-2%
O=C(CCc1nc(-c2ccccc2)no1)Nc1cccnc1	0%	-6%	6	-3%	-3%	4%	0.6	-8%	-7%
CCOc1ccc(NC(=O)CSc2nc(-c3cccs3)cc(C(F)(F)F)n2)c([N+](=O)[O-])c1	0%	-1%	3	1%	13%	0%	-0.3	-2%	-9%
O=C1NC(=O)N(Cc2ccccc2)CC1Br (stereo not given)	-3%	i	7	3%	12%	2%	0.9	-2%	-4%
CN1C[C@@H]2[C@@H]3C(=O)N(C)C(=O)[C@@H]3[C@](Cc3ccccc3)(C1=O)N2C(=O)c1ccc(Cl)cc1	9%	i	-5	-25%	7%	6%	-0.2	-1%	1%
Nc1c(N(Cc2ccco2)C(=O)c2cccc(F)c2)c(=O)[nH]c(=O)n1Cc1ccccc1	-4%	20%	-15	-2%	7%	-1%	2.6	9%	-6%
COC(=O)c1ccccc1NC(=O)c1ccccc1NS(C)(=O)=O	19%	-7%	.	10%	41%[activator]	2%	-0.8	12%	-11%
CC(c1ccccc1)N1C(=O)NC(NC(=O)C(C)(C)C)(C(F)(F)F)C1=O (stereo not given)	-9%	i	0	-1%	6%	-3%	1.2	6%	3%
CC(=O)OC1C=CCC2C(=O)c3cccc(O)c3C(O)C12 (stereo not given)	7%	-20%	-9	33%[activator]	1%	1%	-0.2	-3%	-8%
O=S(=O)(c1cccs1)N1CCN(CCc2ccccc2)CC1	8%	i	-7	-5%	-28%	0%	-2.1	0%	-10%
Cc1ccccc1OCC(=O)N1N=C(C(F)(F)F)CC1(O)C(C)(C)C (stereo not given)	-18%	i	17	?	8.9µM*	-19%	-1.8	?	-9%
O=C(CN1C(=O)C2C3C=CC(C3)C2C1=O)OCC(=O)c1ccc(Br)cc1 (stereo not given)	-2%	8%	1	4%	2%	-2%	-2.2	-2%	-16%
CCOC(=O)[C@]12CCC=C1N(CCC1=CCCCC1)C(=O)[C@H](CC(=O)NCCCOC)C2	-3%	-20%	-2	3%	9%	-4%	1.4	6%	-1%
CC(=O)Nc1ccc2nc(C3CCCCC3)[nH]c2c1	-1%	-9%	-2	-6%	0%	-6%	-0.9	0%	-25%
COc1ccc(-c2nc3n(n2)C(c2cccnc2)C(C(N)=O)=C(C)N3)cc1 (stereo not given)	-11%	i	0	-5%	1%	-6%	-1.1	-5%	-4%
CCC1(c2ccccc2)NC(=O)N(CC#N)C1=O (stereo not given)	-11%	i	-3	-13%	0%	-1%	-2.3	-4%	-5%
Cc1ccc(C)n1NC(=O)c1ccccc1Cl	-11%	-9%	-26	-1%	6%	-18%	-0.8	-5%	-10%
O=C(c1cc2sccc2n1Cc1ccccc1)N1CCc2ccccc21	5%	i	.	4%	?	-13%	-2.0	8%	0%
Cc1c(O)ccoc1=O	-9%	-14%	7	-1%	2%	3%	0.1	3%	0%
CC1=C(C(N)=O)C(c2ccc(Cl)c(Cl)c2)n2ncnc2N1 (stereo not given)	2%	-18%	-3	-13%	-3%	-2%	0.6	-8%	2%
CC(=O)c1ccc(N2C(=O)Nc3ccccc3S2(=O)=O)cc1	.	-14%	.	5%	5%	0%	.	.	.
CN(C)c1ccc(C(C[N+](=O)[O-])c2c(N)n(C)c(=O)n(C)c2=O)c(F)c1C#N (stereo not given)	8%	-42%	-6	?	?	-12%	-0.8	-21%	-25%
CC1CC(C)CN(C(=O)COC(=O)CCc2nc3ccccc3c(=O)[nH]2)C1 (stereo not given)	-4%	i	7	-18%	2%	0%	0.8	-7%	-1%
Cc1ccc2cc(CN(CCCO)S(=O)(=O)c3ccccc3F)c(=O)[nH]c2c1C	-11%	-44%[inhibitor]	0	-14%	-12%	11%	0.3	-30%	-14%
COc1ccc(N2C(=O)C3NN=C(C(=O)OCc4ccccc4)C3C2=O)cc1 (stereo not given)	11%	i	0	-7%	-6%	4%	-1.4	3%	5%
Cc1cc(C)cc(NC(=O)N2CCN(C/C=C/c3ccccc3)CC2)c1	8%	i	7	-12%	?	12%	-3.4	-1%	1%
CCCn1c(=O)c(C(=O)NNC(=O)c2ccccc2Cl)c(O)c2ccccc21	-9%	i	-1	3%	6%	15%	-0.9	-34%	-1%
N#Cc1ccsc1NC(=O)COC(=O)CCCSc1nc2ccccc2s1	14%	i	-26	75%[activator]	-5%	0%	0.0	-18%	-13%
Cc1ccc(CN2CC(C(=O)NNC(=O)Cn3ccc(C(F)(F)F)n3)CC2=O)cc1 (stereo not given)	4%	i	3	-19%	10%	-11%	3.1	9%	0%
O=C(NCC(c1cccnc1)N1CCOCC1)NC1CCCCC1 (stereo not given)	5%	i	6	5%	10%	10%	0.0	-2%	-4%
COc1ccc(S(=O)(=O)N(C)C[C@H]2OCc3cnnn3CCCC(=O)N([C@H](C)CO)C[C@@H]2C)cc1	-12%	-9%	-1	6%	15%	-1%	4.1	6%	-14%
C[C@H](CO)N1C[C@H](C)[C@@H](CN(C)C(=O)Nc2ccccc2)Oc2ccc(NC(=O)Cc3ccccc3)cc2C1=O	-2%	i	8	3%	6%	0%	0.3	-7%	-13%
CC1CN(S(=O)(=O)c2cccc(C(=O)N3CCC(C(N)=O)CC3)c2)CC(C)O1 (stereo not given)	-1%	21%	-7	0%	3%	-1%	1.2	3%	1%
CCOCCOC(=O)C1=C(C)Nc2ccc(C)cc2S1	12%	-15%[57.5 µM]	.	8%	0%	27%	-0.8	-6%	?
Cc1csc2nc(COc3ccc(NC(=O)COc4ccccc4)cc3)cc(=O)n12	.	-2%	.	4%	0%	0%	.	.	.
COC(C[C@@H]1O[C@H]1[C@H](O)COCc1ccccc1)OC	5%	-6%	2	-39%	2%	-2%	0.3	8%	-5%
Cc1nn(-c2ccccn2)c(C)c1Oc1ccccc1O	11%	i	.	-18%	0%	13%	-0.5	16%	2%
CC(C)(C)c1ccc(Oc2coc3cc(OCC(=O)O)ccc3c2=O)cc1	1%	i	-13	4%	2%	-5%	0.2	-1%	0%
COc1ccc(N2CCN(C(=O)CCCCCn3c(=S)[nH]c4cc5c(cc4c3=O)OCO5)CC2)cc1	1%	-11%	3	-5%	0%	-4%	-0.1	-13%	-3%
CN1OC[C@@H]2CN(C(=O)c3cccc4ccccc34)[C@H](c3ccc(N4CCCCC4)cc3)C[C@@H]21	9%	-29%	-1	2%	4%	-2%	0.8	13%	-4%
O=C(c1ccc(Cl)c(F)c1F)N1CCCC1	-4%	i	2	-7%	2%	1%	-2.5	9%	-3%
S=C(NCCN1CCCCC1)Nc1ccccc1	11%	-13%	-4	-6%	-8%	4%	-3.3	1%	-15%
NNc1nc(-c2ccccc2)cc(-c2ccccc2)n1	-3%	?	0	-1%	-13%	-1%	0.7	5%	-1%
Cn1cnc([N+](=O)[O-])c1SCCO	-1%	-7%	0	-2%	11%	0%	0.8	8%	-24%
Cc1cc(OC(=O)c2ccccc2Cl)cc(=O)n1C	3%	i	7	-6%	-15%	0%	-0.4	-2%	27µM*
COc1ccccc1NC(=O)COc1ccc(C(=O)OCC(=O)NC(C)(C)C)cc1OC	-10%	-11%	-5	-3%	-16%	-6%	-0.3	18%	-2%
CCCCN=C1N/C(=C\c2ccco2)C(=O)N1c1ccccc1	-1%	-14%[57.5 µM]	-2	-16%	-27%	-5%	0.5	10%	-12%
COc1ccc(CCCNC(=O)C2CCC(=O)N(CCc3cccc(F)c3)C2)cc1 (stereo not given)	-16%	-4%	7	2%	0%	-3%	-0.9	8%	4%
Cc1cc(NC(=O)CSc2nc3c(C)cccc3cc2C)no1	7%	-11%	0	5%	-3%	0%	-1.5	-2%	-1%

An excerpt from above in order of length of the SMILES, smallest number first.
SMILES	EPAC1 ag	PTHR1 ag	PI5P4K alpha inh	GLP1R cytotox	GLP-1R inv ag	GLP-1R agonist	IL-2 act	EPAC1 antagonist	PLK1 PBD inh
Cn1cnc([N+](=O)[O-])c1SCCO	-1%	-7%	0	-2%	11%	0%	0.8	8%	-24%
NNc1nc(-c2ccccc2)cc(-c2ccccc2)n1	-3%	?	0	-1%	-13%	-1%	0.7	5%	-1%
Cc1cc(NC(=O)CSc2nc3c(C)cccc3cc2C)no1	7%	-11%	0	5%	-3%	0%	-1.5	-2%	-1%
CCCCN=C1N/C(=C\c2ccco2)C(=O)N1c1ccccc1	-1%	-14%[57.5 µM]	-2	-16%	-27%	-5%	0.5	10%	-12%
COC(C[C@@H]1O[C@H]1[C@H](O)COCc1ccccc1)OC	5%	-6%	2	-39%	2%	-2%	0.3	8%	-5%
COc1ccc(CCCNC(=O)C2CCC(=O)N(CCc3cccc(F)c3)C2)cc1 (stereo not given)	-16%	-4%	7	2%	0%	-3%	-0.9	8%	4%
COc1ccccc1NC(=O)COc1ccc(C(=O)OCC(=O)NC(C)(C)C)cc1OC	-10%	-11%	-5	-3%	-16%	-6%	-0.3	18%	-2%
CN1OC[C@@H]2CN(C(=O)c3cccc4ccccc34)[C@H](c3ccc(N4CCCCC4)cc3)C[C@@H]21	9%	-29%	-1	2%	4%	-2%	0.8	13%	-4%
